FXIIa inh = human FXIIa protease inhibitors, primary screen, biochemical, single well | actives 0.2% (n = 33,000) | purified human FXIIa, AMC substrate fluorescence, 2 h | AID 701, 2007 | Coagulation factor XII (Homo sapiens), P00748 | inhibition, % at 10 µM; in the data active = inhibition above about 30%;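 also: 0% = enzyme with vehicle only and 100% = no enzyme blank; many of its hits are not listed in these tables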
Target sequence (P00748 20-372 limits assumed): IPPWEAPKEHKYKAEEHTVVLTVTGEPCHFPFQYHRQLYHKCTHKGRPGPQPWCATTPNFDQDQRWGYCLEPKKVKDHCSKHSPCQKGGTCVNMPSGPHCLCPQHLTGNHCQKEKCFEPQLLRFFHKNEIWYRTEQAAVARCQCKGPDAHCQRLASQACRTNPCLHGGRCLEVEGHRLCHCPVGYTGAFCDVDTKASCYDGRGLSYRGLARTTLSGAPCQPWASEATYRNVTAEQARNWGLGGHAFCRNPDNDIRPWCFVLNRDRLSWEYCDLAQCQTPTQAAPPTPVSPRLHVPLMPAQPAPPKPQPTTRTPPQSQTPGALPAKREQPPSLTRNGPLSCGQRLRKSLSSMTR
Target sequence (P00748 373-615 limits assumed): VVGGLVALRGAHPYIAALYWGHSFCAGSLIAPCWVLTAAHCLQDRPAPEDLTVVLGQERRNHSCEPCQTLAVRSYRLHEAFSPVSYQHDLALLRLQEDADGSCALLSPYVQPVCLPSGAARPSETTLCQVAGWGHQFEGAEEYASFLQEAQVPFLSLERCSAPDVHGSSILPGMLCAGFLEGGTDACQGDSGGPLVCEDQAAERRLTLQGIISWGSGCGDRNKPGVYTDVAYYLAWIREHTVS
FXIa single inh = human FXIa protease inhibitors, primary screen, biochemical, single compound per well; Coagulation factor XI (Homo sapiens), P03951; purified human FXIa, fluorogenic AMC substrate cleavage; inhibition, % at 10 µM; actives 0.3% (n = 33,000); AID 687, 2007;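 active = inhibition above 40% in the primary screen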;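 also: 0% = enzyme without compound and 100% = blank wells lacking enzyme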
Numbers without * were called inactive. The list is partial; the hit share may differ from the screen's.

SMILES | FXIIa inh | FXIa single inh
CCn1nccc1C(=O)Nc1nc2ccccc2n1CCN1CCCCC1 | 2 | -2
O=S(=O)(c1ccccc1)N1CCn2c(nc3ccccc32)C1 | -16 | -18
CC/C(O)=N\S(=O)(=O)c1ccc(N=NN(C)C)cc1 | 12 | 3
COc1ccc(CCNC(=O)CCC(=O)N2CCN(S(=O)(=O)c3ccc(Cl)cc3)CC2)cc1OC | 12 | -1
Cc1ccc(CN(c2ccc(C(=O)Nc3ccc4c(c3)OCO4)cc2)S(C)(=O)=O)cc1 | 10 | 5
Cc1ccccc1Cn1c(=O)n(Cc2ccco2)c(=O)c2ccccc21 | 5 | -11
COCCN1Cc2cccc(C(=O)N3CCN(c4ccccc4)CC3)c2C1=O | 3 | -2
O=C(OCC#CCSc1nnc(-c2ccc([N+](=O)[O-])cc2)o1)c1cccs1 | 3 | 0
O=c1c2ccccc2nnn1CSc1nnc(C2COc3ccccc3O2)n1-c1ccccc1 (stereo not given) | 0 | 1
CC1(C)SC(=S)N(/N=C/c2ccccc2)C1N(O)C(=O)Nc1ccc([N+](=O)[O-])cc1 (stereo not given) | 7 | -31
O=C(NC1CCCCCC1)c1cccc(COCC(F)(F)F)c1 | 4 | -2
CC(C)(C)C(=O)/C=C/Nc1ccccc1O | -2 | 5
CC1=C(C(=O)OC(C)C)C(c2ccc(C)o2)NC(=O)N1 (stereo not given) | 5 | 0
CC(C)OC(=O)CC(=O)CSc1nc2c(cc1C#N)CCCCC2 | -3 | -14
Cc1cc(Cl)c(S(=O)(=O)N2CCCCCC2)cc1OCC(=O)NC1CCCCC1 | 8 | -7
CCN(CC)CCNC(=O)Cn1c(-c2ccccn2)nc2ccccc21 | 1 | -2
COc1ccc(NC(=O)CCN2CCN(S(=O)(=O)c3ccc(Cl)cc3)CC2)cc1 | 5 | -10
COc1ccc(C2=NOC(C(=O)Nc3c(C)n(C)n(-c4ccccc4)c3=O)C2)cc1 (stereo not given) | 4 | 2
COc1ccc(C2/C(=C(\O)c3cccc(OC)c3)C(=O)C(=O)N2c2ccccn2)cc1 (stereo not given) | 10 | -4
O=C1c2ccccc2C(=O)N1CCc1nc(-c2ccc(Cl)cc2)no1 | 2 | -2
COc1ccc(C/C(=N\O)c2ccc(OC)cc2)cc1 | -14 | 27
Cc1ccc(-n2c(Cc3cccs3)nnc2SCC(=O)Nc2ccc(F)c(F)c2)cc1 | 4 | 1
Cc1ccc(CNC(=O)C(NS(=O)(=O)c2ccc3nc(C)sc3c2)C(C)C)cc1 (stereo not given) | 7 | 3
CNC(=O)NC(=O)CSc1nnc(-c2ccco2)n1Cc1ccccc1 | 8 | -12
CCOc1cccc(CNn2cnnc2)c1OCc1ccccc1 | 2 | -1
O=C(Nc1ccc2c(c1)OCO2)C1CC(c2ccc(F)cc2)=NO1 (stereo not given) | 5 | -1
COC(=O)c1cc(=O)n(CCc2ccc(OC)c(OC)c2)c(=Nc2ccc(F)c(Cl)c2)s1 | 1 | 10
Cn1c(CN2CCCC2)nc2cc(NS(=O)(=O)c3ccc(Cl)cc3)ccc21 | 2 | 8
CCCc1nc(N)nc2c1C(=O)CC(C)(C)C2 | 4 | 5
O=C([C@H](Cc1ccccc1)NS(=O)(=O)c1ccc(Cl)cc1)N1CC[C@@]2(O)CCCC[C@H]2C1 | -17 | 32
Cc1ccc(N(CC(O)CN(C)C)S(=O)(=O)c2ccccc2)cc1 (stereo not given) | 4 | 9
O=C(CN(C(=O)Cn1nnc(-c2cccs2)n1)c1ccc2c(c1)OCCO2)NCc1ccccc1 | 6 | 10
CC1CC(C)CN(C(=O)CN2CCN(Cc3ccc(Cl)cc3)C2=O)C1 (stereo not given) | 7 | 5
Cc1ccc(S(=O)(=O)NC(C)(C)CSc2nncn2C)cc1 | -5 | -5
CCN(CC)CCn1c(=S)[nH]c2ncccc2c1=O | 15 | -11
CCCN1CCN(C(=O)c2cn(CC(C)C)c(=O)c3cc(OC)c(OC)cc23)CC1 | 5 | 1
O=C(NCCCN1CCOCC1)c1ccc2c(=O)n(CCc3ccccc3)c(=O)[nH]c2c1 | 4 | 11
COC(=O)c1ccc(-c2ccco2)n1Cc1cc(C)ccc1C | 4 | -9
O=C1CCc2cc(S(=O)(=O)N3CCCC3C(=O)NC3CCCCCCC3)ccc2N1 (stereo not given) | 8 | 8
Cn1c(SC2CCCCC2=O)nnc1-c1ccncc1 (stereo not given) | -12 | 27
Cc1ccc(SC(C)c2nc(-c3cccnc3)no2)cc1 (stereo not given) | 9 | 1
CCCCn1c(=N)n(CC(O)COc2ccc(C)cc2)c2ccccc21 (stereo not given) | 1 | 3
COc1ccccc1-c1nc(S(=O)(=O)c2ccc(Cl)cc2)c(N(C)C)o1 | -13 | 28
CCN1CCN(C(=O)c2nn(-c3ccccc3)c(=O)c3ccccc23)CC1 | 2 | 5
O=c1c(-c2cccc3ccccc23)[n+]([O-])c2ccccc2n1O | 8 | -10
Cc1ccc(CNC(=O)c2c(C)cc(=O)oc2C)cc1 | 9 | 5
Cc1onc(-c2ccccc2Cl)c1C(=O)Nc1ccccc1N1CCOCC1 | -16 | 22
C=CCn1c(=O)c(C(=O)Nc2ccccc2OC)c(O)c2ccccc21 | 6 | 2
COc1ccccc1C(=O)NCCn1cc(SCC(=O)NCc2ccco2)c2ccccc21 | 3 | -2
O=S(=O)(c1ccc(Br)cc1)n1ccc2ccccc21 | 1 | 1
CCN(CC)CC(C(=O)N(CC)CC)P(=O)(c1ccccc1)c1ccccc1 (stereo not given) | 7 | -4
CC(C)(Oc1cccc2ccccc12)C(=O)O | 7 | -4
COc1ccc(NC(=O)c2onc(C)c2Cl)cc1OC | 6 | -1
COc1ccc(/C=C/C(=O)NCC(=O)N/N=C/c2cc(Br)ccc2OCc2ccccc2)cc1 | 7 | -7
CCn1cnc2sc(C(=O)O)c(C)c2c1=O | 1 | -4
O=C(Nc1ccccc1)N(CCc1nc2ccccc2[nH]1)C1CCCC1 | 12 | -5
COc1cc(C)nc(N2CCCC(C(=O)Nc3cccc(Cl)c3Cl)C2)n1 (stereo not given) | 3 | -3
O=C(c1ccco1)c1nc2c(n1O)CCCCC2 | 8 | 0
ON1C(c2ccc(Cl)cc2Cl)N(O)[C@H]2CCCC[C@H]21 (stereo not given in full) | 5 | 3
CC(=O)N(C)c1nc(-c2ccc(Cl)cc2)cs1 | 3 | 4

Continuation:
SMILES | FXIIa inh | FXIa single inh
COc1ccc(S(=O)(=O)N2CCCCC2)cc1Br | 3 | 6
Clc1ccccc1-c1nnc(-c2ccccc2Cl)o1 | -13 | 1
CCN(CC)C(=O)c1ccc(COc2ccccc2Cl)cc1 | 6 | -3
O=C1CC(C(=O)N2CCOCC2)C2(CCCCC2)O1 (stereo not given) | -15 | 30
Cn1c(CSCc2ccc(Cl)c(Cl)c2)nnc1SCC(=O)Nc1nccs1 | 5 | -1
CCn1c(CSc2nc3ccccc3[nH]2)n[nH]c1=S | 4 | -2
COC(=O)C1CCN(C(=O)Cc2ccc(OC)c(OC)c2)CC1 | 10 | -2
Cc1ccc(C)c(NC(=O)C(Sc2nncn2C)c2ccccc2)c1 (stereo not given) | 2 | 1
O=C(c1ccc(-c2nnc(Nc3ccccc3)c3ccccc23)cc1)N1C[C@H]2C[C@H](C1)c1cccc(=O)n1C2 | 11 | -6
Cc1ccc(OCC(=O)N2CCN(c3nnc(-c4ccccc4)c4ccccc34)CC2)cc1 | 1 | 2
COc1ccc(OC)c(-n2nnnc2SCC(=O)O)c1 | 10 | -1
O=C(NCCCN1CCCC1=O)c1ccccc1NS(=O)(=O)c1ccc(F)cc1 | 5 | 0
CCn1nc(C)c(NC(=O)CCSc2nc(-c3ccco3)cc(C(F)(F)F)n2)c1C | 3 | 8
CCCC(=O)Nc1c(-c2ccc(OC)cc2)c(=O)c2ccccc2n1C | -4 | -6
C=CCN(CC=C)C(=O)c1ccccc1NC(=O)c1ccccc1C | -12 | -14
Cc1cc(N2CCC(C)CC2)nc2cccc(O)c12 | 3 | 2
COc1ccc(CCNS(=O)(=O)c2cccc(C)c2)cc1OC | 4 | 6
COc1ccc2[nH]c(C)cc(=O)c2c1 | -12 | 1
N#C/C(=C/c1ccc(N2CCCCCC2)o1)c1ccc(Cl)cc1 | 15 | 8
CNC(=O)C1CC(=O)N(Cc2ccc(OC)c(OC)c2)C(=Nc2ccc(OC)cc2)S1 (stereo not given) | 3 | -4
CCSc1nnc(NC(=O)c2csc3c2CCCC3)s1 | 2 | 1
COc1cccc(CNS(=O)(=O)c2cccc(S(=O)(=O)N3CCOCC3)c2)c1 | 6 | -3
O=C(Nc1nc2n(n1)C(c1ccc(Cl)cc1)CC(c1ccc(Cl)cc1)N2)c1ccco1 (stereo not given) | 46* | -4
O=C(O)c1cccc(CSc2nnc(COc3ccccc3)o2)c1 | 16 | -3
CC(C)(C)NCC(O)COc1ccccc1C(=O)CCc1ccccc1 (stereo not given) | 7 | 0
N#C/C(C(N)=O)=C1/CCc2ccccc2N1 | 0 | -5
O=C(O)CC1(CC(=O)Nc2ccc3ccccc3c2)CCCCC1 | 5 | -4
CCc1ccccc1NC(=O)N[C@H](C(=O)O)C(C)CC (stereo not given in full) | 6 | -5
O=c1ccccn1Cc1c(F)cccc1Cl | 7 | -9
COc1cc(/C=C2/C(=O)N=C(N)N2C)cc(OC)c1OC | 3 | 6
COc1cccc(N2CCN(Cc3nc4ccccc4c(=O)[nH]3)CC2)c1 | 5 | 0
CCOC(=O)c1ccc(N2C(=O)C(O)=C(C(C)=O)C2c2ccccc2)cc1 (stereo not given) | 8 | 4
COc1ccccc1N1C(=O)N(C(C)=O)C2C1Nc1ccccc1N2C (stereo not given) | 7 | 5
O=c1c(Sc2ccccc2)c(C(F)(F)F)[nH]n1-c1ccccc1 | 7 | 0
CC1(C)CC(=O)c2c(oc3cc(O)c(O)cc23)C1 | 9 | 5
COC(=O)CCC(=O)CN | 8 | 6
O=C(Nc1nc(-c2ccc(Cl)s2)cs1)c1ccccc1 | 14 | 5
CCCn1c(N)c(C(=O)CSc2nnc(C3CC3)n2Cc2ccccc2)c(=O)[nH]c1=O | 10 | 6
O=c1[nH]c2cc3c(cc2cc1C(c1nnnn1CC1CCCO1)N1CCCCCC1)OCCO3 (stereo not given) | 5 | -5
CN(CC(=O)N1CCN(c2cccc(Cl)c2)CC1)S(=O)(=O)c1cccs1 | 3 | 11
O=C(CC12CC3CC(CC(C3)C1)C2)NCCN1CCOCC1 | 5 | -4
Cc1ccc(-c2nnc(SCC(C)C)n2C)cc1 | 5 | -5
O=C(CCCOc1ccccc1)N1CCN(c2ccccn2)CC1 | 5 | -1
O=C(OCc1ccc([N+](=O)[O-])cc1)C1CC(=O)N(c2ccccc2)C1 (stereo not given) | 13 | -2
Cc1nnc2ccc(N3CCOCC3)nn12 | 7 | -4
CS(=O)(=O)Nc1ccc(C(=O)NCc2ccco2)cc1 | 4 | -1
Fc1ccc(Cn2cnc3ccccc32)cc1 | -9 | 24
CCOC(=O)N1CCN(C(=O)c2cc(OC)cc(OC)c2)CC1 | -15 | -16
CCOc1cc(/C=C2/NC(=O)N(Cc3ccccc3F)C2=O)ccc1O | 3 | 1
CCS(=O)(=O)c1ccc2oc(SCC(=O)NC(C)C3CC4CCC3C4)nc2c1 (stereo not given) | 5 | -3
C/C(=C\C(=O)c1ccc(C)o1)Nc1ccc2c(c1)OCO2 | 11 | 2
C=CCN1C(=O)CSc2ccc(C(=O)NCCC3=CCCCC3)cc21 | -2 | 0
O=C(CSc1ncnc2nc[nH]c12)N1CCN(c2ccc(Cl)cc2)CC1 | -15 | 0
COC(=O)COc1ccc(S(=O)(=O)N2CCN(c3ccc(F)cc3)CC2)cc1 | 3 | 6
O=C(COc1ccc(Cl)cc1)N1CCN(c2cccc(C(F)(F)F)c2)CC1 | 17 | -2
Cc1ccc(-c2cc(C(F)(F)F)n3nc(C(=O)Nc4c(C)n(C)n(-c5ccccc5)c4=O)cc3n2)cc1 | -10 | 18
CC(C)Oc1ccc2c(=O)c(-c3ccccc3)coc2c1 | 9 | 3
Cc1nn(CC#N)c(=O)n1-c1ccccc1F | -3 | -4
CSc1ccccc1C(=O)Nc1ccc2c(c1)OCCO2 | 13 | 4
